Screening data as filed in PubChem BioAssay.
NCI-60 one-dose screen, 48 h, at 10 µM unless noted. Numbers give growth in % (100 = growth as untreated, 0 = no growth, -100 = all killed).
MALME-3M – MALME-3M melanoma | hit rate 5.8% among 78,000 | AID 1794766
SK-MEL-2 – SK-MEL-2 melanoma. AID 1794763. hit rate 4.7% among 77,000
UACC-257 – UACC-257 melanoma; hit rate 4.4% among 78,000; AID 1794764
SK-MEL-5 – SK-MEL-5 melanoma | hit rate 6.4% among 80,000 | AID 1794755
LOX IMVI – LOX IMVI melanoma; hit rate 7.4% among 79,000; AID 1794757
SK-MEL-28 – SK-MEL-28 melanoma; hit rate 4.1% among 81,000
MDA-MB-435 – MDA-MB-435 melanoma; hit rate 7.8% among 82,000; AID 1794794
UACC-62 – UACC-62 melanoma; hit rate 5.4% among 81,000
* hit, by the source's call; x = not tested or not shown; & = joins results of further samples; [ ] = another dose, or the depositor's remark. The calls were made as follows: active = growth percent below 10; inactive = the rest.

SMILES	MALME-3M	SK-MEL-2	UACC-257	SK-MEL-5	LOX IMVI	SK-MEL-28	MDA-MB-435	UACC-62
CC1(C)/C(=C\CO)C2CCC1C2 (configuration not stated)	103	105	132	102	107	115	123	97
COc1ccc(Cc2c(N)noc2N)cc1	104	98	103	106	105	112	104	110
Cc1ccc(NC(=O)NC2OC(=O)c3ccccc32)cc1 (configuration not stated)	115	105	106	105	96	122	108	87
COc1ccc(-c2nonc2-[n+]2noc(=O)[nH]2)cc1	97	103	105	x	100	109	96	91
COc1ccc(-c2ccc3c(C)nc4oc(-c5ccc(OC)cc5)nc4c3n2)cc1	76	97	100	77	49	79	88	95
Cc1cc(=O)c2ccccc2[nH]1	x	115	104	109	101	113	110	91
Cc1nc2ccccc2c(=O)n1CC(=O)N1NC(=O)CC1=O	103	101	90	x	98	113	106	107
CC1=Cc2c(C)ccc(C)c2CC1	108	109	106	110	105	117	102	106
CC(=O)N[C@@H](CO)CC(=O)c1ccc2c(c1O)C=CC(C)(C)O2	109	96	105	100	97	113	111	102
NC(=O)c1n[nH]n2c1nc(=O)c1c3c(sc12)CCCC3	109	106	x	-32*	99	120	117	103
CC1=C(C(=O)O)CCc2ccccc21	113	95	84	108	103	96	108	102
CC(=O)Nc1ccc(C(O)c2ccc(NC(C)=O)cc2)cc1	87	111	85	97	94	101	97	101
CCOC(=O)c1c(C(F)(F)F)n([O-])c2ccc(OC)cc2[n+]1=O	26	46	-5.7*	-29*	31	61	24	23
O=C(Nc1ccccc1Cl)Oc1ccc(C(=O)c2ccccc2)cc1	90	x	104	94	x	102	94	84
C/C(=N/O)c1ccc(NC(=O)C(C)N2CCN(c3cc4c(cc3F)c(=O)c(C(=O)O)cn4C3CC3)CC2)cc1 (configuration not stated)	99	98	91	102	77	103	102	96
CC(=O)c1ccc(N2CN(c3ccc(Cl)cc3)CC3=C2CC(C)(C)CC3=O)cc1	76	x	83	55	36	81	70	30
O=C(SC(=S)NCCNC(=S)SC(=O)c1ccccc1)c1ccccc1	112	124	101	109	98	107	100	96
O=C(NNC(=O)N1c2ccccc2C=Cc2ccccc21)c1ccc2ccccc2c1	96	99	103	92	94	98	103	81
NC(Cc1ccccc1)(C(=O)O)c1ccccc1 (configuration not stated)	97	98	93	100	97	109	108	95
COc1cc(-c2nc(SCC(=O)N3CCN(c4cc5c(cc4F)c(=O)c(C(=O)O)cn5C4CC4)CC3)nc(Cl)c2C#N)cc(OC)c1OC	101	138	101	102	100	104	105	93
C#CCOc1ccc(C(Nc2ccc(F)cc2F)c2nnnn2C2CCCCC2)cc1 (configuration not stated)	102	93	96	97	87	111	100	74
O=C(Nc1ccc(Oc2cccc(F)c2)c(Cl)c1)c1ccncc1	84	70	59	41	61	87	66	52
CCNC(=O)Oc1ccc(/C(=C(/C)c2ccc(OC)cc2)c2ccc(OCCN(C)C)cc2)cc1	38	97	42	70	30	79	97	97
CC(C)(CO)CCCCCCC(C)(C)CO	138	124	111	116	99	118	111	102
O=C(NNC1=Nc2cccc3cccc1c23)c1ccc(Br)cc1	80	70	121	x	58	79	107	94
Clc1ccc(CN(Cc2ccc(Cl)cc2)Cc2ccc(Cl)cc2Cl)cc1	104	103	99	97	100	111	105	99
CCN(CC)CCC(CNc1ccnc2cc(Cl)ccc12)c1ccc(Cl)cc1 (configuration not stated)	-83*	-76*	-79*	-96*	-1.9*	-92*	-72*	-75*
CC(C)CCS(=O)(=O)O	100	103	103	99	97	107	96	104
COc1ccc(-c2nc3ccc(-c4nnc(SCC(=O)Nc5ccc(C(=O)/C=C/c6ccccc6)cc5)o4)cc3[nH]2)cc1	73	114	100	51	15	89	66	80
CN1CN(C)CN(C)C1	102	93	x	106	95	110	106	104
O=S(=O)(NCCNc1nccc(-c2c(-c3ccccc3)nc3sccn23)n1)c1ccc(O)cc1	x	50	82	7.9*	31	48	11	52
NS(=O)(=O)Oc1ccc(C(=O)NC23CC4CC(CC(C4)C2)C3)cc1	105	103	98	98	95	105	96	96
COC(=O)[C@]12CC[C@@H](C)[C@H](C)[C@@H]1C1=CC[C@@H]3[C@@]4(C)C(C=O)=C[C@@]5(C)COC(=C45)C[C@@]3(C)[C@]1(C)CC2	85	47	x	72	56	80	74	34
CCN(Cc1ccccc1)c1ccc(C=O)cc1	117	98	106	99	91	115	107	85
c1ccc2c([C@H]3CCCCCCCC[C@@H](c4c[nH]c5ccccc45)c4c3[nH]c3ccccc43)c[nH]c2c1	109	81	86	83	74	79	60	62
COc1cc(/C=N/NC(=O)c2ccc(S(N)(=O)=O)cc2)ccc1O	92	101	93	100	94	97	103	97
CCC12CCC[N+]3([O-])CCC4(C(=Nc5ccccc54)C(O)(C(=O)OC)C1)C23 (configuration not stated)	104	121	115	116	100	95	112	103
Cc1ccc(Nc2nc(NS(=O)(=O)c3ccc(C)cc3)nc(-c3ccc(Cl)cc3)c2C#N)cc1	95	103	114	x	92	99	99	77
O=[N+]([O-])c1c(S(=O)(=O)O)cc2cc(S(=O)(=O)O)ccc2c1[N+](=O)[O-]	91	107	x	100	94	103	105	97
O=C(Nc1ccc(C(=O)/C=C/c2ccc(N3CCOCC3)cc2)cc1)Nc1ccc([N+](=O)[O-])cc1	108	98	99	95	107	109	96	80

Copied from above (13 entries):
SMILES	MALME-3M	SK-MEL-2	UACC-257	SK-MEL-5	LOX IMVI	SK-MEL-28	MDA-MB-435	UACC-62
CC(C)CCS(=O)(=O)O	100	103	103	99	97	107	96	104
COc1ccc(-c2nc3ccc(-c4nnc(SCC(=O)Nc5ccc(C(=O)/C=C/c6ccccc6)cc5)o4)cc3[nH]2)cc1	73	114	100	51	15	89	66	80
CN1CN(C)CN(C)C1	102	93	x	106	95	110	106	104
O=S(=O)(NCCNc1nccc(-c2c(-c3ccccc3)nc3sccn23)n1)c1ccc(O)cc1	x	50	82	7.9*	31	48	11	52
NS(=O)(=O)Oc1ccc(C(=O)NC23CC4CC(CC(C4)C2)C3)cc1	105	103	98	98	95	105	96	96
COC(=O)[C@]12CC[C@@H](C)[C@H](C)[C@@H]1C1=CC[C@@H]3[C@@]4(C)C(C=O)=C[C@@]5(C)COC(=C45)C[C@@]3(C)[C@]1(C)CC2	85	47	x	72	56	80	74	34
CCN(Cc1ccccc1)c1ccc(C=O)cc1	117	98	106	99	91	115	107	85
c1ccc2c([C@H]3CCCCCCCC[C@@H](c4c[nH]c5ccccc45)c4c3[nH]c3ccccc43)c[nH]c2c1	109	81	86	83	74	79	60	62
COc1cc(/C=N/NC(=O)c2ccc(S(N)(=O)=O)cc2)ccc1O	92	101	93	100	94	97	103	97
CCC12CCC[N+]3([O-])CCC4(C(=Nc5ccccc54)C(O)(C(=O)OC)C1)C23 (configuration not stated)	104	121	115	116	100	95	112	103
Cc1ccc(Nc2nc(NS(=O)(=O)c3ccc(C)cc3)nc(-c3ccc(Cl)cc3)c2C#N)cc1	95	103	114	x	92	99	99	77
O=[N+]([O-])c1c(S(=O)(=O)O)cc2cc(S(=O)(=O)O)ccc2c1[N+](=O)[O-]	91	107	x	100	94	103	105	97
O=C(Nc1ccc(C(=O)/C=C/c2ccc(N3CCOCC3)cc2)cc1)Nc1ccc([N+](=O)[O-])cc1	108	98	99	95	107	109	96	80

Following part.
SMILES	MALME-3M	SK-MEL-2	UACC-257	SK-MEL-5	LOX IMVI	SK-MEL-28	MDA-MB-435	UACC-62
Clc1cc(Cl)cc(N2N=C(c3ccc(Br)cc3)CC2c2sc(Cl)nc2Cl)c1 (configuration not stated)	105	106	100	103	102	96	99	97
COc1ccc(C(Cc2ccccc2)NCCNCCO)cc1 (configuration not stated)	110	87	102	98	95	106	111	106
COc1cc(Cn2c(SCCC(=O)NCc3ccc(S(N)(=O)=O)cc3)nc3ccccc3c2=O)cc(OC)c1OC	87	86	87	79	93	93	102	80
CCCOC(=O)C(C)OC(=O)OCCOCCOC(=O)OC(C)C(=O)OCCC (configuration not stated)	x	117	99	100	105	102	106	100
COc1ccccc1NC(=O)c1ccccc1C	118	111	125	99	99	96	106	97
CCOC(=O)c1c(C)nc2ccccc2c1/C=C/c1cccs1	112	64	92	21	73	106	89	51
O=C(NCc1ccccc1)Nc1cccc2c(NC(=O)NCc3ccccc3)cccc12	111[100 µM]	120[100 µM]	100[100 µM]	104[100 µM]	100[100 µM]	106[100 µM]	103[100 µM]	94[100 µM]
Cc1nc2ccccn2c1C(Nc1nc(-c2ccccc2)cs1)c1ccc(Br)cc1 (configuration not stated)	85	103	83	87	92	106	93	73
O=C(O)/C=C/c1cn(-c2ccccc2)nc1-c1ccc(F)cc1	105	106	81	94	95	104	105	88
COc1ccc2c(c1)=C(c1sc(Nc3nc(C)c(C(C)=O)s3)nc1O)C(=O)N=2	92	82	104	86	80	108	99	80
O=S(=O)(NCCNc1nccc(-n2cnc3ccccc32)n1)c1ccc(Cl)cc1	100	109	103	99	93	101	100	86
Cc1ccccc1OCc1ccccc1Cl	107	110	108	102	103	110	103	102
N#Cc1[nH]nc2nc[nH]c(=O)c12	x	116	105	105	96	107	101	104
CCC(=O)C12CCCC1=NC(=N)N=C2C1=NC(=N)N=C2CCCC21C(=O)CC (configuration not stated)	96	116	91	100	97	113	112	97
CC1=CC2C(C3C=CC2(C)C(=O)C3(C)O)C(C)(O)C1=O (configuration not stated)	113	113	101	98	111	100	106	100
CC(C)CSc1nc(NC2CC2)c(C#N)c(-c2ccccc2)n1	115	98	105	103	92	109	111	89
COc1cc(-c2nc(SCC(C)C)nc(Nc3ccc(F)cc3)c2C#N)cc(OC)c1OC	87	96	98	97	91	100	98	84
CCN(CC)CCOC(=O)c1cc(OC)c(OC)cc1OC	107	102	102	97	99	109	105	99
Cc1c(C2=NOC3C(=O)N(c4ccccc4)C(=O)C23)no[n+]1[O-] (configuration not stated)	112	98	101	100	101	107	104	89
CC(=O)OC1C=CCC2C(=O)c3cccc(O)c3C(O)C12 (configuration not stated)	116	112	94	102	94	111	104	102
CC1CCOC(c2ccccc2)O1 (configuration not stated)	91	98	82	96	103	101	100	87
CO/N=C(/C(=O)NC1C(=O)N2C(C(=O)O)=C(COC(N)=O)CSC12)c1ccco1 (configuration not stated)	94	100	104	110	102	114	104	103
CC(=O)CCc1ccc(O)cc1	x	113	110	105	107	104	x	98
COc1ccc(-c2n[nH]c(=O)c3c2sc2ncc(-c4ccc(OC)cc4)n23)cc1	109	111	85	99	102	112	113	96
Oc1ccccc1-c1nn(-c2ccccc2)cc1-c1nc2ccccc2o1	102	124	98	87	86	104	104	95
CN(C)CCCOc1ccccc1NC1=C(Cl)C(=O)C(Nc2ccccc2OCCCN(C)C)=C(Cl)C1=O	-78*	-64*	-93*	-96*	-75*	14	-76*	-78*
O=C(Nc1ccc(F)cc1)c1ccc2c(c1)nc(-c1ccccc1)n2C1CCCCC1	87	97	86	86	87	99	96	86
O=C(CSc1nc2sc3c(c2c(=O)n1-c1ccccc1)CCCCC3)N/N=C/c1ccc(O)cc1	106	98	101	92	61	112	102	91
CC(C)COCC(CN(Cc1ccccc1)c1ccccc1)N1CCCC1 (configuration not stated)	84	77	x	51	48	85	72	81
C=Cc1c(C)c2cc3[nH]c(cc4nc(cc5nc(cc1[nH]2)C(C)=C5CCC(=O)O)C(CCC(=O)O)=C4C)c(C)c3C=C	80	115	102	96	94	96	99	100
Cc1cccc2c(Cl)c3cccc(C)c3nc12	126	107	100	102	102	107	105	93
CC(C)(C)OC(=O)C(c1ccccc1)c1ccccc1	x	99	99	102	98	107	104	x
NS(=O)(=O)c1ccc(Nc2cc(-c3ccccc3)nc(SCC(=O)c3ccc(Br)cc3)n2)cc1	107	x	112	95	87	97	100	98
CCOC(=O)Nc1ccccc1	108	107	100	100	100	117	106	105
Cc1ccc(O)c(C(=O)c2ccccc2Cl)c1	106	112	108	98	101	105	93	101
O=S(=O)(Nc1ccc(Cl)nn1)c1ccc(NC(=S)Nc2ccc(S(=O)(=O)Nc3ccc(Cl)nn3)cc2)cc1	100	119	108	100	94	107	103	96
CSc1ccc([N+](=O)[O-])cc1	107	104	108	105	105	113	103	103
O=S(=O)(c1ccc(Br)cc1)n1ccc(-c2ccc(OCCCF)cc2)n1	89	96	78	75	100	93	98	60
N=C(N)SCCCCCCCCCCSC(=N)N	105	90	100	72	79	95	67	69
Cc1cc(C)c(S(=O)(=O)Nc2ccccc2)c(C)c1	106&101	118&103	93&115	102	104&96	120&106	111&103	96&87
Cc1ccc2oc(=O)cc(C3C(C#N)=C(N)Oc4c3ccc3ccccc43)c2c1 (configuration not stated)	95	66	85	61	75	86	6.6*	61
CCOc1ccc(CCNC(=O)Cc2ccc(OCC)c(OCC)c2)cc1OCC	111	94	100	99	100	111	103	96
CSc1ncc(Br)c(=S)[nH]1	110	102	95	99	101	116	108	100
N#Cc1cccc(Cc2cnc(N3CCc4c(Cl)cc(C#N)cc4C3)s2)c1	87	51	108	65	60	101	92	49
COc1ccc(-c2nc(SCc3cc(=O)oc4cc(C)ccc34)[nH]c(=O)c2C#N)cc1	106	x	105	102	104	94	114	100
COCOc1cc2oc(C(=O)N[C@@H](Cc3ccccc3)C(O)C(=O)NCCc3ccc(OC)cc3)c(C)c(=O)c2cc1OCOC (some centres not stated)	87	111	110	94	x	106	91	102
OCCNc1nc(Nc2ccc(Cl)cc2)nc(Nc2ccc(C3=NN(c4cc(Cl)cc(Cl)c4)C(c4ccccc4)C3)cc2)n1 (configuration not stated)	97	106	91	94	97	94	98	89
Cc1c(O)c2c(c(C)c1CCO)C(O)C(C)(CO)C2O (configuration not stated)	102	112	105	103	98	107	105	96
Cc1c(-c2cnc3ccc(Br)cc3c2C(=O)O)nnn1-c1ccc(Cl)cc1	104	107	97	112	101	105	111	86
N#C/C=C(\c1ccc([N+](=O)[O-])cc1)n1nnc2cc(Cl)c(Cl)cc21	41	66	46	39	-80*	43	7.6*	3.9*

An unsorted share of the library; about 12% have a hit in one of these screens.
